# Assay outcomes as filed in PubChem.
# Plk1 PBD FP: Plk1 polo box domain binding inhibitors, primary screen, biochemical, fluorescence polarization; Serine/threonine-protein kinase PLK1 (Homo sapiens), P53350; inhibition, %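 (tested at about 20 µM)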; Plk1 PBD phosphopeptide binding; 0.13% of 97,000 active; AID 693, 2007; in the data active means inhibition above about 34%, passing the limit was not always enough
# Target sequence (P53350 whole entry, looked up, the tested form may be a part): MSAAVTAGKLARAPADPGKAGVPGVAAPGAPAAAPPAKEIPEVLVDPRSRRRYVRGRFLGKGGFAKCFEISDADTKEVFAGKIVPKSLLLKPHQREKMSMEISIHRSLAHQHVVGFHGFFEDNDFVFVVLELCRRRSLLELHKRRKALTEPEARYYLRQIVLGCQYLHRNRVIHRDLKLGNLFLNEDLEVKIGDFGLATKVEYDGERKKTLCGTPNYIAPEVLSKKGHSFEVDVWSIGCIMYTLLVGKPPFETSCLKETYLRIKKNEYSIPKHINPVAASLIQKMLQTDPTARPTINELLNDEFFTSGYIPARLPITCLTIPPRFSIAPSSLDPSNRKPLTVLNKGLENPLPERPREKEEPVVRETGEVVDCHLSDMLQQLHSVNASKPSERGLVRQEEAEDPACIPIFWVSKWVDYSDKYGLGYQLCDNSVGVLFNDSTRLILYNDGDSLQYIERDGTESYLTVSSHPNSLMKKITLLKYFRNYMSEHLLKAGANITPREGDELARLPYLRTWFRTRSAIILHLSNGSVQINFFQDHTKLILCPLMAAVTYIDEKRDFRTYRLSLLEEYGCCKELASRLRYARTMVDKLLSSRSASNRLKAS
# FAK blocker: FAK kinase inhibitors, primary screen, biochemical. biochemical FAK kinase activity assay. inhibition, %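 (tested at 7 µM)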. 0.84% of 97,000 active. AID 727, 2007; in the data active means inhibition above about 19%;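 further: 0% = DMSO and 100% = reference compound high control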
# PLAP activator: PLAP enzyme activators, biochemical, luminescence, HTS; Alkaline phosphatase, placental type (Homo sapiens), P05187; purified PLAP enzyme, luminescent substrate read-out; stronger effect = higher value; activation fold at 20 µM; 1.2% of 96,000 active; AID 696, 2007; in the data active means activation fold above about 2
# Rev-RRE block: HIV-1 Rev-RRE binding inhibitors, primary screen, biochemical, FRET, protein-RNA interaction | Rev peptide-RRE RNA binding | inhibition, % at 8 µM | 0.79% of 97,000 active;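 active means inhibition above the screen-wide mean plus 3 SD, cut at about 35% in these data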;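 further: 0% = median DMSO wells and 100% = median Neomycin B control wells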
# Target sequence (P05866 whole entry, looked up): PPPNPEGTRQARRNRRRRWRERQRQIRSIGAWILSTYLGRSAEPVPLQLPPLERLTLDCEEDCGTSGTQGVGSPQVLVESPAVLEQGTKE
#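 Assay system: Labelled RRE RNA duplex and labelled Rev peptide | Times: 5 min preincubation and 15 min binding, 25 °C | Detection: FRET, ex 480 nm, em 540 and 671 nm | Evaluation: % inhibition of FRET ratio versus controls | Benchmarks: DMSO wells as 0% and neomycin B wells as 100% inhibition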
# MT1-MMP txn act: MT1-MMP promoter reporter activation – cell-based, luciferase luminescence, primary screen; HT1080 MT1-MMP promoter luciferase reporter, overnight; stronger effect = higher value; activation factor at 10 µM; 0.16% of 86,000 active; AID 750, 2007;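 active means activation factor of at least 2 for MT1-MMP transcription at 10 µM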
# S1P2 agonist: S1P2 receptor agonists, primary screen, cell-based; Sphingosine 1-phosphate receptor 2 (Homo sapiens), O95136; activation, % at 4.5 µM; S1P2-expressing cell line, agonist reporter read-out; 0.46% of 97,000 active; in the data active means activation above about 16%;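 further: 0% = vehicle low control and 100% = maximal reference agonist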
# Target sequence (O95136 whole entry, looked up): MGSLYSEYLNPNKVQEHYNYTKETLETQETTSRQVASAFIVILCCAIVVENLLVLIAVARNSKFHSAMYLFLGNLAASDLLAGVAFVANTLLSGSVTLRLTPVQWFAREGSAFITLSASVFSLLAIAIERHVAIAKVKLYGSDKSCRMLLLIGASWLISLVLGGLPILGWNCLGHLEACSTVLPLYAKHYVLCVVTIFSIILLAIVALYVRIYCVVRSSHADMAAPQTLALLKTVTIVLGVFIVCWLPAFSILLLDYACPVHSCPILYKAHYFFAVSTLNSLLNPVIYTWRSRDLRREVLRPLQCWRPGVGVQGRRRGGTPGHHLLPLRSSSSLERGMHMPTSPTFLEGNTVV
# PLK1 inh: human PLK1 kinase inhibitors, primary screen, biochemical, TR-FRET; recombinant PLK1 kinase, TR-FRET peptide phosphorylation; inhibition, % at 10 µM; 0.53% of 97,000 active; Serine/threonine-protein kinase PLK1 (Homo sapiens), P53350; AID 619, 2007;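 active means inhibition of 50% or more in the single-concentration screen; inactive means inhibition below 50%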;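 further: 0% = DMSO max control and 100% = H-89 dihydrochloride min control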
# S1P2 antag: human S1P2 receptor antagonists, primary screen, cell-based | AID 736, 2007 | 0.21% of 97,000 active | Sphingosine 1-phosphate receptor 2 (Homo sapiens), O95136 | inhibition, % at 5 µM | cell-based S1P2 antagonist assay, inhibition at 5 uM; in the data active means inhibition above about 45%;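 further: CRE beta-lactamase reporter cells expressing human S1P2 stimulated with S1P; 0% = agonist at EC80 alone and 100% = agonist plus reference antagonist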
# EphB4 ephrin blk: EphB4-ephrin-B2 interaction antagonists, primary screen, biochemical, TNYL-RAW peptide probe, fluorescence polarization. inhibition, % at 7 µM. Ephrin type-B receptor 4 (Homo sapiens), P54760. EphB4 LBD / TNYL-RAW-Alexa532 peptide. 0.15% of 97,000 active;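 active means inhibition above the screen-wide mean inhibition plus 3 SD, cut at about 15% in these data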;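 further: 0% = DMSO wells and 100% = excess unlabeled TNYL-RAW peptide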
# * = called active by the depositor; i = inactive; . = no result given.
MT1-MMP txn act	EphB4 ephrin blk	S1P2 antag	PLK1 inh	Rev-RRE block	Plk1 PBD FP	PLAP activator	FAK blocker	S1P2 agonist	Molecule
1.3	0	-4	-6	13	-3	0.9	-1	-2	Cn1c(=O)oc2cc(S(=O)(=O)NCc3ccccc3)ccc21
1.6	0	17	2	-1	-11	1.1	4	-2	COc1ccc(C(=O)CSc2nnc(-c3ccco3)n2CC2CCCO2)cc1 (stereo unspecified)
1.3	2	1	-12	3	-28	0.9	3	-4	O=C(NCCOC(=O)c1cccs1)c1cccnc1
1.2	0	12	9	0	12	1.6	4	-6	CC1CCN(C(=O)COC(=O)c2n[nH]c3ccccc23)CC1
.	-1	18	2	12	28	1	4	-4	O=C(Nc1ccccc1C(=O)NCc1ccccc1)c1ccccc1
.	2	18	-9	14	-20	0.9	1	-7	O=C1CC(SC(=Nc2ccccc2)Nc2ccccc2)C(=O)N1c1cccc(Cl)c1 (stereo unspecified)
.	3	3	-15	0	7	1	5	-7	CC(C)CCNC(=O)COc1ccc2c(c1)C(=O)CC(C)(C)O2
1.5	5	6	-3	11	1	0.9	-1	-8	C=CCNC(=O)C1CC(c2cccc(OC)c2)=NO1 (stereo unspecified)
0.7	0	-1	-9	8	-12	1.4	4	-2	ON=C1/C(=N\O)CC2(C/C1=N/O)OCCO2
1.1	-6	-8	-11	5	2	1	-3	2	Cc1nnc(SCC(=O)Nc2ccc(N3CCOCC3)cc2)o1
1.2	-2	-3	-11	1	-9	1.4	2	-3	CCCCOc1ccc(C2CC(=O)NC2=O)cc1 (stereo unspecified)
.	1	-14	3	5	5	1	0	-4	COc1ccc(CNC(=O)C2CCN(C(=O)N(C)C)CC2)c(OC)c1
1.1	0	-4	-3	-1	-4	0.9	0	-7	CC(C)NS(=O)(=O)c1ccc(OCC(=O)N2CCCC2)c(Cl)c1
1.3	9	12	0	-2	10	0.9	-3	2	CCOC(=O)c1ccccc1N/C=C1\CCCCC1=O
1.2	-6	-19	-13	16	-4	.	-1	-2	CC/C(C)=N\N=C\c1c(O)n(CC)c2cc(C3=NNC(=O)CC3)ccc12
1.1	2	2	-12	7	-5	1	3	-2	Cc1cccc(-n2c(CCCN3C(=O)c4ccccc4C3=O)nc3ccccc3c2=O)n1
.	1	38	-7	7	-20	1	0	-6	CC(C)(C)c1ccc(-c2csc(NC(=O)CN3C(=O)NC4(CCCCC4)C3=O)n2)cc1
1.3	-5	1	-13	5	-10	.	21*	-3	Cc1nnc2sc(-c3ccc(NC(=O)c4ccc(-c5ccc(Br)cc5)o4)cc3)nn12
1.1	-10	20	-5	0	-2	1	-2	-9	Cc1ccc2[nH]c(=O)c(C(c3nnnn3C3CCCC3)N(Cc3cccnc3)Cc3ccco3)cc2c1 (stereo unspecified)
1.1	-4	-7	-1	1	-34	1	0	-5	CC1=C(C)CC(C(=O)NCCc2ccccc2)C(C(=O)O)C1 (stereo unspecified)
1	-2	-3	-33	11	-8	1.1	3	-10	Cc1nc(SCC(=O)Nc2ccnc3ccccc23)n[nH]1
1.1	2	2	-10	10	-20	1.5	8	-6	CCOc1ccc(/C=c2\sc3nc(-c4ccco4)nn3c2=O)cc1OCC
1.2	7	-119	-11	-1	-2	1.7	-5	-7	Brc1ccc(CSc2ncn[nH]2)cc1
1	-1	-4	-2	0	3	0.9	2	-7	Cc1cc(=O)[nH]c2c(C)c(Cl)ccc12
1.2	2	4	-2	8	2	1	0	-5	Cc1ccc(S(=O)(=O)C2(C(=O)Nc3ccc(F)cc3)CC2)cc1
1.1	-2	-5	1	3	-3	1.1	2	-7	O=C(COc1ccc(Cl)cc1)N1CCN(S(=O)(=O)c2ccccc2)CC1
1	8	-3	-15	7	35*	1.2	0	-1	COc1ccc(S(=O)(=O)N(C)CC(=O)Nc2ccccc2C(F)(F)F)cc1
1	-1	-5	-5	4	-2	1	-1	0	Cc1cc(Cl)ccc1OCC(=O)NCCOc1nc(N2CCCCC2)nc(N2CCOCC2)n1
1.2	4	-6	-15	-2	-8	0.8	-1	-1	CC(C)CNC(=O)CN(C1CCCCC1)S(C)(=O)=O
.	1	-16	-7	-3	-4	1	-5	-4	Cc1nn(CCCC(=O)Nc2sc3c(c2C#N)CCC3)c(C)c1[N+](=O)[O-]
1	-1	20	-11	3	2	1	-2	-5	O=C(Nc1ccccc1NC(=O)c1ccco1)c1ccco1
1.4	4	13	-10	6	-12	0.9	6	-5	O=C1C2=C(Nc3ccccc3SC2c2ccco2)c2ccccc21 (stereo unspecified)
1.2	2	26	5	11	5	0.8	-2	-5	Oc1ccc(-c2nc3ccccn3c2NCc2ccc3c(c2)OCO3)cc1
1.3	4	2	9	1	12	1	-2	1	COc1cc2ccc(=O)oc2c(O)c1OCC=C(C)C
1.3	-1	-14	1	-3	-9	.	2	-3	CCOC(=O)C1CCN(C(=O)Nc2ccc3nccnc3c2)CC1
1.1	-4	6	-6	9	-28	0.9	0	-4	Cc1cccc(C)c1OCc1nnc(SCC(=O)NCc2ccccc2)o1
1.3	-4	-21	2	0	2	0.9	3	0	NC(=O)c1nn(-c2ccccc2)nc1NC(=O)CN1CCCCC1
.	-7	-1	3	2	9	1.5	-7	-4	O=C(NCCc1csc(-c2cccnc2)n1)c1cccc2ccccc12
1.6	12	10	-4	5	-26	0.9	-8	-9	CCCCN=C(C)c1c(O)c2ccccc2oc1=O
1	-2	-8	-7	6	0	1.3	-1	-7	COc1ccc(OC)c(-c2cc(C3CCN(c4ncccc4[N+](=O)[O-])CC3)[nH]n2)c1
1.1	1	-4	-9	2	-18	0.9	-1	-7	Cc1ccc(CC(=O)NC(C)CCc2ccccc2)cc1 (stereo unspecified)
.	-2	6	-4	3	6	1.1	6	0	CCOC(=O)C(C)Oc1cccc2c(=O)n(CC(=O)N3CCCc4ccccc43)ccc12 (stereo unspecified)
1.1	-4	-9	-5	1	3	1.1	-4	-6	O=C(NCc1ccco1)c1ccccc1F
.	2	-4	-12	8	-1	1.5	-2	-7	Cc1ccc(C)c(S(=O)(=O)NCc2ccc(C(=O)NCc3ccccn3)cc2)c1
1.5	-2	-2	-6	1	-13	0.7	-14	-6	Cc1ccc2oc(-c3cccc(NC(=O)c4ccc(Br)o4)c3)nc2c1
1.3	-5	-9	-12	7	-20	0.8	-3	-3	O=C1N(CCCCN2C(=O)C3(OCCO3)c3ccccc32)c2ccccc2C12OCCO2
1	8	15	1	8	24	1	5	-5	CC(=O)N1CCc2cc(S(=O)(=O)CCC(=O)NCc3ccc4c(c3)OCO4)ccc21
1	3	6	-15	9	11	0.9	0	-5	CN(C(=O)CSc1nc(N)nn1-c1ccccc1)c1ccccc1
.	3	19	-3	6	-10	1	-8	-3	O=C(/C=C/c1ccccc1)NC(NC(=S)Nc1ccc(Cl)cc1)C(Cl)(Cl)Cl (stereo unspecified)
.	6	-8	-8	-5	-11	1.1	-3	-5	Nc1nc2c(s1)C(=O)CC(c1ccccc1)C2 (stereo unspecified)

# The listing continues.
MT1-MMP txn act	EphB4 ephrin blk	S1P2 antag	PLK1 inh	Rev-RRE block	Plk1 PBD FP	PLAP activator	FAK blocker	S1P2 agonist	Molecule
1.4	0	-15	-7	0	-12	0.9	-8	-8	c1ccc(-c2cnnc(N3CCOCC3)n2)cc1
1.2	-2	1	1	6	7	1.7	0	-10	CC(C)C(c1nnnn1C(C)(C)C)N1CCN(c2cccc(Cl)c2)CC1 (stereo unspecified)
.	4	10	2	0	8	0.9	8	-1	Nc1nnc(CC(=O)N/N=C/c2cccc(OCCOc3ccccc3)c2)s1
1	-8	7	-6	4	6	1	0	-10	COC(=O)[C@H](CCSC)NC(=O)N1CCC(C)CC1
.	-4	13	-2	13	4	1	7	-8	CCn1c(SCc2ccc(Cl)cc2Cl)nc2nc3c(cc2c1=O)CCCC3
.	1	9	-8	7	-1	1.4	5	-7	Cc1ccc(C(=O)N/C(=C/c2ccc(-c3cccc([N+](=O)[O-])c3)o2)C(=O)NC(C)C)cc1
.	-5	-16	-2	8	-1	1.1	3	-11	COc1ccccc1N/C(=N/S(=O)(=O)c1ccc(Cl)cc1)c1ccccc1
1.1	-6	-18	1	1	10	0.8	-2	-5	COc1ccccc1C1Nc2cccc3cccc(c23)N1
1.1	-1	1	-3	-3	9	1	20*	-3	CCOC(=O)c1ccc(NC(=O)CSc2nc(C)cc(=O)[nH]2)cc1
1.1	-9	1	-8	3	3	1.5	-1	-1	CCN(CC)CCN1C(=O)C(=O)/C(=C(/O)c2ccccc2)C1c1ccccc1F (stereo unspecified)
1.2	6	i	-1	6	-24	1.2	0	-6	CC(=O)N(Cc1cc(=O)[nH]c2ccccc12)c1ccc(C)cc1
1.1	0	-3	-12	8	4	1.8	11	-3	COCCn1nnnc1C(c1cc2ccc(OC)cc2[nH]c1=O)N1CCN(C2CCCCC2)CC1 (stereo unspecified)
.	2	-3	1	-2	14	0.9	-7	-6	CCn1c(-c2ccccc2Cl)nn(CC(=O)Nc2ccccc2C)c1=S
1.1	-5	-3	0	5	14	.	-2	-1	Cc1ccc(S(=O)(=O)Oc2ccc(/C=N/NC(=O)c3c(Cl)cnn3C)cc2)cc1
1.1	1	9	-10	-1	10	1.5	-4	-9	CCN(CC)Cc1c(O)ccc2c(=O)c(-c3ccc4c(c3)OCCO4)coc12
1.3	1	6	-10	18	5	0.9	1	-5	Cc1ccc(OCCn2nc3ccccc3n2)c(C)c1
1.3	11	-49	-4	8	-6	1	5	-8	COc1cccc(C2=NOC(C(=O)NC(C)C)C2)c1 (stereo unspecified)
0.9	-6	-14	-11	-1	12	1.2	-1	-1	COC(=O)C1C(=O)CC(C)(O)C(C(=O)OC)C1/C=C/c1ccccc1 (stereo unspecified)
.	3	23	-2	1	-18	1.4	2	-6	CC1Cc2ccccc2N1C(=O)CCn1c(=O)oc2ccccc21 (stereo unspecified)
1	-3	-1	-7	0	7	1.2	-1	-2	CCn1nc(NC(=O)c2ccco2)c2cc3ccc(C)cc3nc21
1.6	8	19	-5	7	-2	.	-1	-6	CC(=O)Nc1nc(-c2ccccc2)ns1
1.1	-2	-2	-9	4	-22	1	-4	-2	O=C(O)CCc1nc(-c2cccs2)no1
1.5	4	-10	-4	2	5	0.9	0	-4	CCCCn1nnc(NC(=O)c2cc3ccccc3o2)n1
1	-5	-5	-3	-3	7	.	-2	-4	Cc1ccc(C2CC2C(=O)NNC(=S)Nc2cccc(C)c2)cc1 (stereo unspecified)
1.1	2	7	-20	9	-12	.	-1	-3	COC(=O)C1=C(C)OC(N)=C(C#N)C1c1ccco1 (stereo unspecified)
.	6	20	-12	14	3	0.8	5	-1	Cc1ccc(/C=N/Nc2ccc3c(C(F)(F)F)cc(C(F)(F)F)nc3n2)cc1

# Full records from above. Order of values: MT1-MMP txn act, EphB4 ephrin blk, S1P2 antag, PLK1 inh, Rev-RRE block, Plk1 PBD FP, PLAP activator, FAK blocker, S1P2 agonist
# Cc1ccc(/C=N/Nc2ccc3c(C(F)(F)F)cc(C(F)(F)F)nc3n2)cc1 across the screens: ., 6, 20, -12, 14, 3, 0.8, 5, -1
# CC1Cc2ccccc2N1C(=O)CCn1c(=O)oc2ccccc21 (stereo unspecified) across the screens: ., 3, 23, -2, 1, -18, 1.4, 2, -6
# O=C(O)CCc1nc(-c2cccs2)no1 across the screens: 1.1, -2, -2, -9, 4, -22, 1, -4, -2
# CCCCn1nnc(NC(=O)c2cc3ccccc3o2)n1 across the screens: 1.5, 4, -10, -4, 2, 5, 0.9, 0, -4
